M18AAP inhibitor = PfM18AAP enzyme inhibition; inhibition, % at 7.35 µM; AID 1822; 1.2% of 290,000 active; recombinant PfM18AAP, H-Glu-NHMec fluorogenic cleavage;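 active means inhibition above the campaign mean inhibition over all tested compounds plus 3 SD, cut at about 28% in these data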;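 further: 0% = plate median of test compound wells and 100% = 2 mM ZnCl2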
GPR7 antag = blocks human GPR7 receptor signaling; inhibition, % at 4.4 µM; 1.1% of 290,000 active; GPR7-expressing cells, fluorescence antagonist assay; AID 1861; P48145; in the data active means inhibition above about 16%, passing the limit was not always enough;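 further: cells stimulated with the agonist NPW; 0% = agonist with vehicle and 100% = vehicle without agonist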
Target sequence (P48145 whole entry, looked up): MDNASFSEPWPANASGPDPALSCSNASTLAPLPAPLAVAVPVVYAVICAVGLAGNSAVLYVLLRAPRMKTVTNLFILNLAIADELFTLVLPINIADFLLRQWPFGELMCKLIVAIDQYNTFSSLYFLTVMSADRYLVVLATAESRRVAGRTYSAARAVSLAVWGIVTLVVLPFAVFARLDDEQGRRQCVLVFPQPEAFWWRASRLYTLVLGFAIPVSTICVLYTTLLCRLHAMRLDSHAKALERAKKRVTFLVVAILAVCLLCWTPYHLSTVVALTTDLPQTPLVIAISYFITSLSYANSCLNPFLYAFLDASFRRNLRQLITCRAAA
IMP-1 inh = inhibitors of Pseudomonas aeruginosa IMP-1 metallo-beta-lactamase; 0.45% of 290,000 active; purified IMP-1, nitrocefin hydrolysis, epi-absorbance fluorescence; inhibition, % at 5.6 µM;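 active means inhibition above the mean plus 3 SD of all compounds in the same screening run, cut at about 4.5% in these data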;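 further: 0% = IMP-1 with DMSO and 100% = DMSO wells lacking enzyme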
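System: Purified IMP-1 | Read-out basis: Percent enzyme inhibition | Controls: IMP-1 with DMSO as 0%, enzyme-free DMSO as 100% | Replicates: One well per compound | Doses: 5.6 µM nominal single concentration | Detection: Epi-absorbance fluorescence, 480 nm excitation, 530 nm emission | Incubation: 25 °C, 15 min preincubation, 25 min reaction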
p-CIP stab down = compounds decreasing mouse p/CIP protein stability | Q05BA5 | F442A p/CIP-EGFP cells, EGFP fluorescence, 16 h | decrease of EGFP signal, % at 10 µM | 0.01% of 290,000 active;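 active means EGFP signal decrease of at least 30% at 10 µM or well 3 SD below plate mean, unless failing retest; inactive means the rest, including hits failing retest or dose response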; further: some compounds called inactive have numbers as strong as hits; many of its hits are not listed in these tables
NALP1 yeast inh = inhibitors of NALP1 inflammasome in yeast | S. cerevisiae NALP1/ASC/caspase-1 growth, X-gal OD620, 72 h | inhibition, % at 10 µM | 0.61% of 280,000 active; in the data active means inhibition mostly above about 24%, no sharp cut-off; inactive means mostly below about 32%; further: some compounds called inactive have numbers as strong as hits
IDE act = boosts human insulin-degrading enzyme activity in HEK cells. P14735. FAbeta-B cleavage, fluorescence polarization; 0% vehicle, 100% cell-free pure enzyme wells. activation, % at 5.96 µM. 0.073% of 340,000 active. AID 493087;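 active means activation above the mean of all tested compounds plus 3 SD, set per screening campaign, cut at about 17% in these data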
VIM-2 inh = blocks Pseudomonas aeruginosa VIM-2 metallo-beta-lactamase; inhibition, % at 5.6 µM; AID 1527; purified VIM-2, nitrocefin hydrolysis, epi-absorbance fluorescence; 0.89% of 290,000 active;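 active means inhibition above the mean of all tested compounds plus 3 SD, cutoff set per screening run, cut at about 7.5% in these data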;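 further: red hydrolysis product quenches plate fluorescence so inhibitors raise well fluorescence; 0% = enzyme with DMSO and 100% = DMSO without enzyme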
IDE cell inh = inhibits human insulin-degrading enzyme in HEK cells; FAbetaB cleavage, fluorescence polarization; inhibition, % at 5.59 µM; 0.41% of 320,000 active;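 active means percent inhibition above the average of all tested compounds plus 3 SD, set per screening campaign, cut at about 16% in these data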;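 further: IDE supplied by intact live HEK cells; FP after avidin binding of uncleaved biotin substrate so inhibition keeps polarization high; 0% = DMSO wells and 100% = 60 µM reference IDE inhibitor Ii1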
PHOSPHO1 block = blocks human PHOSPHO1 phosphatase activity; recombinant PHOSPHO1, absorbance phosphatase assay; inhibition, % at 13.3 µM; 1.1% of 290,000 active; Q8TCT1; in the data active means inhibition above about 60%
Target sequence (Q8TCT1 whole entry, looked up): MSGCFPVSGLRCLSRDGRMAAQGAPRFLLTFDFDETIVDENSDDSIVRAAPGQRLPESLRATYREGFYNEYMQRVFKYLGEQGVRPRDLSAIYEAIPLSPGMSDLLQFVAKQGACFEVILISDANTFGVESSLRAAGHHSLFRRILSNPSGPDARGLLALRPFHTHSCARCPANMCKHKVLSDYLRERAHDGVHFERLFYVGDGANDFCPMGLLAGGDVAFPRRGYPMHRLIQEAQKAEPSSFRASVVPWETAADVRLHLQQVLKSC
* = called active by the depositor; x = no result given.

SMILES	M18AAP inhibitor	GPR7 antag	IMP-1 inh	p-CIP stab down	NALP1 yeast inh	IDE act	VIM-2 inh	IDE cell inh	PHOSPHO1 block
Cc1ccc(C(C)C)c(OCC(O)CN2CCc3ccccc3C2)c1 (stereo unspecified)	-5	-12	1.6	-21	24	-3	0.5	-2	30
Cc1ccc(C)c(-c2ccc(=O)n(Cc3ccc(F)cc3Cl)n2)c1	5	21	-2.7	-11	-10	4	-1.1	-3	46
N#Cc1c(Nc2ccccc2C(F)(F)F)s[nH]c1=O	36*	7	-1.7	-19	-3	x	-1.6	2	24
O=C(c1ccc(Cl)c(S(=O)(=O)N2CCOCC2)c1)N(c1ccccn1)C1CCCCC1	2	-5	-2.3	-3	1	4	-4.0	-3	28
S=C(NCCc1ccc(Cl)cc1)NCc1ccccc1	6	-9	-3.3	1	9	7	-5.9	2	31
CC(=O)c1ccc(S(=O)c2ccccc2)cc1 (stereo unspecified)	-3	-2	-2.7	-2	31	0	-1.3	1	29
O=C(Nc1ccccc1)c1ccc2c(c1)OCCO2	-1	18	-0.6	-11	-1	-3	-0.5	2	4
CCN(CC(=O)Nc1ccc(OC)cc1)CC(=O)Nc1ccc(Br)cc1F	1	1	-0.8	0	38	0	-0.9	1	57
O=C1NC2C(NC(=O)N2C2CCCCC2)N1C1CCCCC1 (stereo unspecified)	5	-12	-5.0	5	12	4	-0.2	3	14
CCOc1ccccc1N1CCN(C(=O)c2c(Cl)cnn2C)CC1	4	-18	-2.6	8	8	-2	-2.4	2	41
CCOC(=O)N1CCC(N2C(=O)c3ccc(C(=O)Nc4ccc(OC)cc4)cc3C2=O)CC1	-1	-2	3.3	-1	14	8	-5.2	4	41
COC(=O)C1=C(C)NC2=C(C(=O)CC(c3cccs3)C2)C1c1ccsc1 (stereo unspecified)	-11	22*	-3.2	4	-22	1	0.4	1	-6
O=C1CC(N2CCSCC2)C(=O)N1c1ccccc1 (stereo unspecified)	-1	-12	-3.8	-1	7	3	-4.3	1	32
CN(C)S(=O)(=O)c1ccc(C(=O)NCC(=O)N/N=C/c2ccccc2Cl)cc1	-5	-3	0.2	-2	25	-1	-0.1	1	35
C=CCOc1ccc(-c2nc3c(c(=O)[nH]c(=O)n3CCCC)n2C)cc1Br	-7	-11	-3.5	-4	1	2	-1.8	5	19
Cc1sc(N)c(C(=O)c2ccccc2)c1C	32*	-12	-3.6	-14	-5	x	-5.0	-3	-140
COc1ccc(-c2csc(NC(=O)CSc3n[nH]c(C)n3)n2)cc1	0	8	-2.2	-11	12	3	-4.0	1	-35
Cc1c(NC(=O)Nc2cc(Cl)ccc2Cl)c(=O)n(-c2ccccc2)n1C	0	-15	-3.5	-15	11	5	-6.2	-3	-25
CC1CC(C)(C)NC(=S)N1CC(=O)N1CCN(Cc2ccccc2)CC1 (stereo unspecified)	-2	-11	-3.1	-7	-11	1	-1.6	4	28
CSCCC(NS(=O)(=O)c1ccc(Br)cc1)C(=O)OCC(=O)NC1CC1 (stereo unspecified)	-5	-9	0.9	-7	2	2	0.6	-1	18
COc1ccc(C(=O)/C=C/Nc2ccc(S(N)(=O)=O)cc2)cc1OC	-1	-17	0.3	-3	-3	-2	-1.2	4	-4
CC(C)CCNc1nc2c(c(=O)n(Cc3cccc(F)c3)c(=O)n2C)n1C	-2	-14	0.9	-4	-3	4	-0.1	-3	-6
CCOc1ccc(C2=Nn3c(nnc3-c3ccccc3)SC2)cc1Cl	2	-3	0.0	-16	-16	0	1.9	8	23
CCOc1ccc(OCC)c(NS(=O)(=O)c2ccc3c(c2)CCN3C(=O)C2CCC2)c1	-8	0	-3.6	-10	4	1	2.1	5	5
CCC(C)(C)NC(=O)C(c1ccc(F)cc1)N(Cc1ccc(OC)cc1)C(=O)c1cnccn1 (stereo unspecified)	1	1	-4.0	4	-67	x	-5.5	1	34
N#CC1=C(N)N(c2ccc(F)cc2)C2=C(C1c1ccc(O)cc1)S(=O)(=O)CC2 (stereo unspecified)	22	-15	-3.4	-6	11	-14	-2.1	x	-70
CN(C(=O)CSc1ncnc2sc(-c3ccccc3)cc12)C1CCS(=O)(=O)C1 (stereo unspecified)	-4	7	-2.0	-1	-16	-8	-3.1	6	-65
COc1cccc(NC(=O)c2cccc(N3C(=O)C4CCC(C)CC4C3=O)c2)c1 (stereo unspecified)	1	-5	-1.4	4	7	3	-0.4	-8	46
C/C(N)=C(/C#N)C(=O)COC(=O)[C@@H](NC(=O)c1ccccc1Cl)C(C)C	5	-8	-2.9	-16	9	7	-3.2	-2	37
CN(CC(=O)Nc1ccc2c(c1)CCC2)CC(=O)Nc1ccccc1Br	-1	-4	-1.5	4	0	-5	-1.9	19*	-7
CC1(C(=O)O)Oc2cccnc2NC1=O (stereo unspecified)	-2	-8	-2.1	-6	-11	5	-3.0	-6	16
CN1CCN(CC(O)COc2ccc(C(=O)O)cc2)CC1 (stereo unspecified)	1	-22	-2.9	7	-1	-3	1.7	1	45
COc1cc(C2=NOC(C(=O)NCc3cccs3)C2)cc(OC)c1OC (stereo unspecified)	-6	1	-4.4	-2	17	3	-3.6	11	0
N/C(=N\OC(=O)C12CC3CC(CC(C3)C1)C2)c1ccccc1	0	-6	-4.1	-12	-5	4	-2.7	4	46
Cc1cccc(NC(=S)N(CCN(C)C)Cc2cc3cc(C)ccc3[nH]c2=O)c1	15	-3	1.2	-19	10	-2	-0.3	3	30
C/C=C(\C)c1nnc(NC(=O)c2ccco2)s1	6	-10	-6.7	-1	1	8	-6.9	2	14
CC(=O)[C@@H]1[C@@H](C)N(Cc2ccccc2)C(=O)N[C@H]1c1cccc(C(F)(F)F)c1	x	x	x	-13	2	0	x	-3	31
CN(Cc1cccs1)C(=O)Cc1c[nH]c2ccccc12	-3	12	-5.0	-12	30	-2	0.2	-3	7
Cc1ccc(NC(=S)NCc2ccc(Cl)cc2)c(OC(F)F)c1	-4	1	-1.2	0	0	3	-5.0	0	8
O=C(COC(=O)CCCc1nc2ccccc2s1)NC(=O)NCc1ccco1	-7	-13	-2.0	-6	-15	2	-0.1	-5	-10
O=Cc1ccnc(-c2ccc(OC(=O)c3ccco3)cc2)n1	4	-4	-3.0	-1	11	2	-2.4	1	44
O=S(=O)(NCCSCc1c(Cl)cccc1Cl)c1ccc2c(c1)OCCO2	2	-8	-0.5	-15	-2	-2	-0.6	-2	46
CN(CCc1ccccn1)C(=O)CCC1CCCN(C(=O)c2ccc3c(c2)OCCO3)C1 (stereo unspecified)	3	-8	-1.0	8	20	4	-0.9	1	28
CCC(=O)C1CCCN(C(=O)CCc2nnc(-c3ccc4c(c3)OCO4)o2)C1 (stereo unspecified)	-3	-18	-2.7	0	32	4	-3.4	1	4
CCOC(=O)C(=O)NNc1ccccc1OC	11	-10	-3.2	-16	-18	-3	-1.5	-2	-12
CCc1ccc(OCCOCC(O)CNC(C)(C)C)cc1 (stereo unspecified)	-3	-12	-2.7	3	40	5	-3.1	0	-11
Cc1ccc(CSCCNC(=O)CN(c2cccc([N+](=O)[O-])c2)S(C)(=O)=O)cc1	3	0	-2.8	-5	-4	3	-1.6	-4	29
CC1CCCCN1C(=O)c1ccccc1NC(=O)c1ccco1 (stereo unspecified)	0	6	-4.0	4	5	3	-2.6	1	-4
Cc1nc2ccccc2c(=O)n1NC(=O)c1ccccc1Br	2	-1	-2.0	3	11	-3	-2.4	2	33
C=CCNCCOc1ccc(C(C)(C)c2ccccc2)cc1	3	-4	-1.9	-4	64	-2	-1.1	-4	-18
COc1cc(CCC(=O)N2CCN(S(=O)(=O)c3ccc(C)c(C)c3)CC2)cc(OC)c1OC	-13	-3	-3.4	-3	37	1	-1.3	-3	-10
CC(=O)Nc1cccc(C(=O)/C=C/c2ccc(/C=C/C(=O)c3cccc(NC(C)=O)c3)cc2)c1	-2	-6	-3.5	-2	40	x	-0.9	-1	6
NC(=O)c1ccc(Nc2ccc3c(c2)CCC3)c([N+](=O)[O-])c1	-12	1	0.3	-5	-7	1	1.7	5	27
N=C(N)SCc1ccccn1	1	5	-0.6	-8	12	4	-4.8	6	2
CCOc1cc(CNCc2cccnc2)cc(Br)c1OCC(N)=O	-4	-11	-2.1	0	13	3	-0.7	0	29
CCCn1cc(S(=O)(=O)c2ccc(Cl)cc2)c(=O)c2cc(OC)ccc21	3	-9	-2.6	-17	24	3	-0.1	-1	33
COc1ccccc1/C=C/C(=O)NC1CC2CCC1C2 (stereo unspecified)	-2	18	-5.3	-2	10	1	-3.6	6	40
COc1ccc(S(=O)(=O)N(C)CC(=O)NCC2CCCO2)cc1OC (stereo unspecified)	5	-27	-3.1	-16	-2	7	-2.2	8	23
CCn1nc(C)c(/C=N/NC(=O)Cn2nnc(N)n2)c1C	-6	-4	-4.9	-4	-8	6	-3.4	0	16
Cc1ccc(S(=O)(=O)c2c(COC(=O)c3ccc(Cl)cc3)c(-c3ccccc3)nn2C)cc1	-15	-10	-1.5	-4	6	8	-2.0	-2	0

(listing goes on)
SMILES	M18AAP inhibitor	GPR7 antag	IMP-1 inh	p-CIP stab down	NALP1 yeast inh	IDE act	VIM-2 inh	IDE cell inh	PHOSPHO1 block
C=CC[N+]1(CC=C)CCOCC1	2	-10	-3.0	-7	-12	-2	-1.7	-2	26
CCCCC(=O)Oc1ccccc1C1SCc2cc(C)c(C)cc2CS1	3	-8	-2.8	-4	3	16	-1.3	2	18
Cc1ccc(C(=O)Nc2nc3ccc(S(C)(=O)=O)cc3s2)s1	-6	14	1.1	3	30	1	-0.5	-2	-2
CCNc1ccc(Br)cc(C(=O)/C=C/c2ccc(Cl)cc2)c1=O	12	5	4.5*	0	29	-2	1.0	2	-1
COc1ccc(OC)c(N2CC(O)(c3cccs3)[N+]3=C2SCCC3)c1 (stereo unspecified)	-17	9	-0.9	-9	-3	6	8.2*	5	-16
CCOc1ccc(C2NC(=O)Cc3cc(OC)c(OC)cc32)cc1 (stereo unspecified)	-4	-1	-4.4	9	1	2	-3.4	6	20
CCCCC1=CC2=C(c3ccco3)C(=O)C(C)(OC(=O)c3ccc(OC)cc3)C(=O)C2=CN1CC1CC1 (stereo unspecified)	x	x	x	2	x	2	x	-1	31
O=C(Cn1nnc2ccccc21)c1ccc(Br)cc1	8	13	0.4	2	x	0	1.4	12	27

Part of the list above, with values under each structure.
Value order: M18AAP inhibitor	GPR7 antag	IMP-1 inh	p-CIP stab down	NALP1 yeast inh	IDE act	VIM-2 inh	IDE cell inh	PHOSPHO1 block
- Cc1ccc(C(=O)Nc2nc3ccc(S(C)(=O)=O)cc3s2)s1
 : -6	14	1.1	3	30	1	-0.5	-2	-2
- CCCCC1=CC2=C(c3ccco3)C(=O)C(C)(OC(=O)c3ccc(OC)cc3)C(=O)C2=CN1CC1CC1 (stereo unspecified)
 : x	x	x	2	x	2	x	-1	31
- CCNc1ccc(Br)cc(C(=O)/C=C/c2ccc(Cl)cc2)c1=O
 : 12	5	4.5*	0	29	-2	1.0	2	-1
- COc1ccc(OC)c(N2CC(O)(c3cccs3)[N+]3=C2SCCC3)c1 (stereo unspecified)
 : -17	9	-0.9	-9	-3	6	8.2*	5	-16
- CCOc1ccc(C2NC(=O)Cc3cc(OC)c(OC)cc32)cc1 (stereo unspecified)
 : -4	-1	-4.4	9	1	2	-3.4	6	20
- O=C(Cn1nnc2ccccc21)c1ccc(Br)cc1
 : 8	13	0.4	2	x	0	1.4	12	27

Screens deposited in PubChem by several laboratories.

Rows are unselected, and some 5.3% of all compounds hit somewhere here.
